# Screening results: PubChem BioAssay, National Center for Advancing Translational Sciences (NCATS)
# D1 antagonist = Antagonist of Human D 1 Dopamine Receptor: qHTS. D(1A) dopamine receptor (Homo sapiens), P21728. HEK293 TREx D1 cells, calcium flux, dopamine EC80; active compounds read low. 3.2% of 360,000 active. activity change, negative = inhibition, % at 10 µM. AID 504652, 2011; in the data active = activity change below about -30%; note: % is set by controls: 0 for no effect and ±100 for the full control effect
#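 Cells carrying a force-coupled, tetracycline-inducible human D1 receptor report calcium flux. Each well gets a 10 s baseline, compound with 180 s monitoring, then an EC80 dopamine stimulus with a second 180 s kinetic read.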
# D1 PAM = Potentiators of Human D1 Dopamine Receptor: qHTS | D(1A) dopamine receptor (Homo sapiens), P21728 | HEK293 TREx D1 cells, calcium flux, dopamine EC20 potentiation | potentiation, % at 10 µM | 0.036% of 360,000 active | AID 504651, 2011; in the data active = potentiation above about 30%; note: 0% is about no effect
# D2 antagonist = HTS Assay for Allosteric Antagonists of the Human D2 Dopamine Receptor: Primary Screen for Antagonists | D(2) dopamine receptor (Homo sapiens), P14416 | HEK293 TREx D2 cells, calcium flux, dopamine EC80 | inhibition, % at 10 µM | 2% of 340,000 active | AID 485344, 2010; in the data active = inhibition above about 30%; note: 0% is about no effect
# Target sequence (P14416 whole entry, looked up): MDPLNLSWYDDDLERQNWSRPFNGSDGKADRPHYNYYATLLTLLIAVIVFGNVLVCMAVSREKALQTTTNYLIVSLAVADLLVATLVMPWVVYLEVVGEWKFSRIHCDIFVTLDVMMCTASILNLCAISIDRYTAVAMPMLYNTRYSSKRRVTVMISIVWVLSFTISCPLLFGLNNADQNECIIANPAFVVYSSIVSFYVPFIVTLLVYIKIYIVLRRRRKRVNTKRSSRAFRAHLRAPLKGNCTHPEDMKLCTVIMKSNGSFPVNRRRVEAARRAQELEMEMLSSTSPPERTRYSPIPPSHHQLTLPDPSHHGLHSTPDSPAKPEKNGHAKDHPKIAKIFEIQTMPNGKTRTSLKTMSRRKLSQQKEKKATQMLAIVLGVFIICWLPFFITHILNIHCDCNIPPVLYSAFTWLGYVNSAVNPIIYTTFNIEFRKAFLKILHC
#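 Calcium mobilization kinetics were recorded at 1 s intervals in tetracycline-induced HEK293 T-REx D2 cells, first for 180 s after compound addition and then 180 s after EC80 dopamine.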
# RXFP1 antag = qHTS Assay for Antagonists of the Relaxin Receptor RXFP1 | HEK293-RXFP1, relaxin-stimulated cAMP HTRF, 30 min; active compounds read low | 0.59% of 350,000 active | Relaxin receptor 1 (Homo sapiens), Q9HBX9 | activity change, negative = inhibition, % at 57.5 µM;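 active = activity change of -60% or lower, but not beyond a set lower limit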; note: % is set by controls: 0 for no effect and ±100 for the full control effect
# D2 ag = HTS Assay for Allosteric Agonists of the Human D2 Dopamine Receptor: Primary Screen for Agonists; D(2) dopamine receptor (Homo sapiens), P14416; HEK293 T-REx D2 cells, calcium flux agonist mode; activation, % at 2 µM; 0.53% of 340,000 active; AID 485358, 2010;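 active = activation over 3 SD above normal in the single-dose calcium agonist read, cut at about 30% in these data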; note: 0% is about no effect
#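 Agonism is scored from calcium flux in a force-coupled, inducible HEK293 cell line expressing D2, read kinetically for 180 s after compound addition against dopamine controls.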
# TRHR enhancer = qHTS for Small Molecule Agonists and Allosteric Enhancers of Human TRH Receptor: Primary Screen for Enhancers. Thyrotropin-releasing hormone receptor (Homo sapiens), P34981. 0.66% of 360,000 active. enhancement, % at 2 µM. TRHR cells, fluo-8 calcium fluorescence, EC20 TRH enhancement. AID 493056, 2011; in the data active = enhancement above about 30%; note: 0% is about no effect
# Target sequence (P34981 whole entry, looked up): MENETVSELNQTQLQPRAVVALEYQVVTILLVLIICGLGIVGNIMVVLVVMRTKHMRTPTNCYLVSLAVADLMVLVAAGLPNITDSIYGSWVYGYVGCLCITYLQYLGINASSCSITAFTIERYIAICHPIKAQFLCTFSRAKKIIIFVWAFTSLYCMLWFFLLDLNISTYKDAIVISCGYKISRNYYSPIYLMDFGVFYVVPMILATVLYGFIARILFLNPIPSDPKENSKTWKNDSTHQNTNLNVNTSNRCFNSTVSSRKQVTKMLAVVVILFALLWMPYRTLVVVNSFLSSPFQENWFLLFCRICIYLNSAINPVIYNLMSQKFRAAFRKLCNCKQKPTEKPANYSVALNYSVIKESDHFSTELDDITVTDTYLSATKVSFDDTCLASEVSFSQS
#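 Enhancer read-out: after compound pinning and an initial kinetic agonist-mode read, an EC20 of TRH (10 nM final) was injected and fluo-8 calcium signal (Ex 480/Em 530) followed at 1 s/cycle for 100 cycles in TRHR-expressing cells.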
# TRHR agonist = qHTS for Small Molecule Agonists and Allosteric Enhancers of Human TRH Receptor: Primary Screen for Agonists; Thyrotropin-releasing hormone receptor (Homo sapiens), P34981; TRHR cells, calcium flux fluo-8, FDSS agonist mode; activation, % at 2 µM; 0.18% of 360,000 active; note: 0% is about no effect
#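 In this calcium-flux screen, cells bearing human TRHR are dye-loaded with fluo-8, baselined for 10 cycles, then exposed to library compounds; positive kinetic calcium responses during the agonist phase mark hits, with TRH as control.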
# D2 potentiator = HTS Assay for Positive Allosteric Modulators of the Human D2 Dopamine Receptor: Primary Screen for Potentiators; 0.34% of 340,000 active; D(2) dopamine receptor (Homo sapiens), P14416; HEK293 T-REx D2, calcium flux, EC20 dopamine potentiation; AID 485347, 2010; potentiation, % at 10 µM;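 active = potentiation over 3 SD above the plate norm, cut at about 30% in these data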; note: 0% is about no effect
#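 Using a no-wash calcium dye in inducible, force-coupled HEK293 Trex cells expressing D2, we tracked fluorescence each second for 180 s after compound, then for 180 s after EC20 dopamine to detect augmented signalling.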
# D1 agonist = Allosteric Agonists of the Human D1 Dopamine Receptor: qHTS | D(1A) dopamine receptor (Homo sapiens), P21728 | activation, % at 2 µM | HEK293 T-REx D1 cells, calcium flux, agonist mode | 1% of 360,000 active; note: 0% is about no effect
#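 Agonism was scored from calcium flux recorded over 180 s (1 read/s) after pintool compound addition, following a 10-cycle baseline. Cells were inducible force-coupled HEK293 TREx D1, plated overnight at 30 C and loaded with no-wash calcium dye.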
# Numbers without * were called inactive; x = no result given; & = joins results of further samples. Cut-off read from the data, not from the text of the source, unless noted: active = activation above about 30%; inactive = the rest.
item	Compound	RXFP1 antag	D2 potentiator	D2 antagonist	D2 ag	TRHR agonist
1	COc1ccc([N+](=O)[O-])cc1NC(=O)CC(c1ccccc1)c1ccccc1	7	x	x	x	0.6
2	CC1CCCC(NC(=O)C2CCN(S(=O)(=O)N3CCCCCC3)CC2)C1C (configuration not stated)	-16	4	11	-1.3	-1.0
3	O=C1CN(C(=O)Cc2ccccc2)C(c2ccc(F)cc2)c2cc(Br)ccc2N1 (configuration not stated)	-27	-3	x	x	0.2
4	CN(c1ccc(OCC(=O)OCC(=O)NC2CCCC2)cc1)S(=O)(=O)c1ccc2ccccc2c1	10	1	-10	1.3	-0.9
5	COc1ccc(/C=N/NC(=O)c2nc(-c3ccccc3)n(-c3ccccc3)n2)cc1OC	-12	x	x	x	-0.5
6	CCCCOP(=O)(c1ccc(N(C)C)cc1)C(O)c1c(Cl)cccc1Cl (configuration not stated)	-11	14	-7	-3.3	-1.8
7	Cc1csc2nc(CSc3nc4ccccc4o3)cn12	9	11	0	-1.0	-1.0
8	CCOc1ccc2nc(SCc3cccc(C)c3)nc(C)c2c1	-24	-2	-10	0.6	1.0
9	O=C(NC1CCCCCC1)C1CCCN(S(=O)(=O)c2cccs2)C1 (configuration not stated)	1	-3	4	-0.5	-0.5
10	CCOc1cccc(C2c3c(oc4cc(C)c(C)cc4c3=O)C(=O)N2c2nc(C)c(C)s2)c1 (configuration not stated)	-6	13	x	x	1.0
11	COc1ccc(OC)c(NC(=O)COC(=O)CCCN2C(=O)c3ccccc3C2=O)c1	-3	13	-10	-0.1	0.1
12	Cc1ccc(C(=O)N[C@H](C(=O)OCC(=O)NC2CCS(=O)(=O)C2)C(C)C)cc1 (some centres not stated)	-1	7	4	1.0	-0.1

item	TRHR enhancer	D1 antagonist	D1 agonist	D1 PAM
1	-6	-25	5	-14
2	-6	-21	1	2
3	0	-48*	2	4
4	-11	-12	10	3
5	-6	6	0	-1
6	-3	6	1	-2
7	2	-1	0	2
8	-7	2	5	-1
9	1	5	7	-1
10	6	3	-1	-1
11	3	-1	5	-5
12	4	-10	0	0

# (further entries)
item	Compound	RXFP1 antag	D2 potentiator	D2 antagonist	D2 ag	TRHR agonist
13	CC1=[N+]([O-])C(C)(C)N(O)C1(C)C	2	-2	10	0.3	0.1
14	O=S(=O)(c1ccccc1)[C@@]1(c2ccc(Br)cc2)C[C@@H]2ON=C(c3cccc(Br)c3)[C@@H]2C1	x	-10	2	0.8	0.2
15	CN(C)S(=O)(=O)c1ccc(C(=O)Nc2nnc(SCc3cccc(F)c3)s2)cc1	x	5	-3	0.3	0.3
16	CCOc1ccc(OCCC(=O)N(CC)CC(=O)Nc2c(F)cccc2F)cc1	-4	-1	-11	0.2	0.0
17	CC(=O)N(c1ccccc1)c1c(F)c(F)c(F)c(F)c1F	-4	-1	-3	-0.4	-1.1
18	O=C(Cn1c(=O)n(-c2ccc(Cl)cc2)c(=O)c2c3c(sc21)CCCCC3)Nc1cccc(Cl)c1	x	7	x	-0.3	0.8
19	CCC(CC)N1CCN(C(=O)c2cccc(Cl)c2)CC1	-17	15	4	-1.0	-0.1
20	O=C(O)/C=C/C(=O)Nc1c(F)cccc1F	5	10	2	0.9	0.7
21	Cc1cc(NC(=S)N(Cc2cccc(Br)c2)CC2CCC(C(=O)O)CC2)ccc1Cl (configuration not stated)	-2	18	-10	-0.4	-0.7
22	O=C(Nc1ccccc1Br)C1CCN(C(=O)Cc2ccccc2)CC1	-10	0	-3	0.5	0.2
23	Cc1ccc2nc(SCCC#N)nc(C)c2c1	-4	3	9	-0.2	-0.1
24	O=C(COC(=O)c1cc([N+](=O)[O-])ccc1N1CCOCC1)Nc1ccc(Cl)cc1	-2	-8	42*	0.6	1.1

item	TRHR enhancer	D1 antagonist	D1 agonist	D1 PAM
13	6	0	3	0
14	-4	-5	2	-1
15	-15	-3	4	0
16	-5	15	8	x
17	6	2	2	-4
18	0	5	11	0
19	-6	19	-3	-5
20	-2	1	1	-2
21	1	0	1	-1
22	4	11	1	-2
23	-1	-7	-1	1
24	-1	-25	3	-10

# Pulled by structure from the list above, 3 records:
item	Compound	RXFP1 antag	D2 potentiator	D2 antagonist	D2 ag	TRHR agonist
24	O=C(COC(=O)c1cc([N+](=O)[O-])ccc1N1CCOCC1)Nc1ccc(Cl)cc1	-2	-8	42*	0.6	1.1
4	CN(c1ccc(OCC(=O)OCC(=O)NC2CCCC2)cc1)S(=O)(=O)c1ccc2ccccc2c1	10	1	-10	1.3	-0.9
19	CCC(CC)N1CCN(C(=O)c2cccc(Cl)c2)CC1	-17	15	4	-1.0	-0.1

item	TRHR enhancer	D1 antagonist	D1 agonist	D1 PAM
24	-1	-25	3	-10
4	-11	-12	10	3
19	-6	19	-3	-5

# Following part.
item	Compound	RXFP1 antag	D2 potentiator	D2 antagonist	D2 ag	TRHR agonist
25	Cc1ccc(N2CCN(S(=O)(=O)c3ccc4oc(=O)ccc4c3)CC2)cc1Cl	3	12	-4	0.2	0.0
26	COc1ccc2c(c1)Cc1sc(NC(=O)c3ccco3)nc1-2	-5	12	11	0.2	-0.9
27	O=C(CCN1C(=O)c2cccc3cccc(c23)C1=O)N1CCN(c2ccccc2F)CC1	0	-2	-3	14	-0.4
28	CC(C(=O)NCc1ccccc1)N1C(=O)c2ccccc2C1=O (configuration not stated)	-6	-1	6	0.4	0.6
29	N#C/C(=C\c1cn[nH]c1-c1ccc(Cl)cc1)C(=O)NCc1ccccc1	-38	-5	21	0.2	0.3
30	Cc1nc2c(C(=O)NCCCN(CC(C)C)CC(C)C)cnn2c(C)c1Cc1c(F)cccc1Cl	-20	-20	x	-0.9	0.0
31	Cn1ncc(Br)c1C(=O)OCC(=O)Nc1nc(-c2ccccc2)cs1	6	-2	-2	-0.1	-0.5
32	O=C(CN1CCN(c2ncc(C(F)(F)F)cc2Cl)CC1)Nc1ccc2c(c1)OCO2	-6	11	9	1.1	-0.1
33	COc1ccc(OC)c(-c2noc(N3CCN(c4cc(Cl)ccc4C)CC3)n2)c1	x	-10	x	0.8	-0.3
34	Cc1ccc(N(C(=O)c2csnn2)C(C(=O)NCc2ccccc2)c2ccccn2)cc1 (configuration not stated)	5	0	16	1.0	0.1
35	CSCCC(NS(=O)(=O)c1cccs1)C(=O)NCc1ccccc1 (configuration not stated)	-3	0	-7	-0.6	-0.2
36	COc1cccc(NC(=O)CNC(=O)c2cccs2)c1	-1	x	14	-0.1	-1.0

item	TRHR enhancer	D1 antagonist	D1 agonist	D1 PAM
25	-4	-8	1	-5
26	1	-9	-1	-4
27	-4	x	0	-2
28	-8	10	0	0
29	1	15	3	-7
30	2	1	-2	6
31	-4	-23	9	-9
32	0	-19	1	-4
33	-3	0	3	2
34	-1	3	2	x
35	0	10	1	-7
36	-3	-19	2	-6

# New compounds follow
item	Compound	RXFP1 antag	D2 potentiator	D2 antagonist	D2 ag	TRHR agonist
37	C=CCn1c(SCC(=O)NC(=O)NCC(C)C)nnc1C1CCCCC1	-3	-5	-13	-0.6	-0.3
38	Cn1cnc2c1c(=O)n(Cc1c(Cl)cccc1Cl)c(=O)n2C	3	6	0	1.4	0.4
39	COc1cc(NS(=O)(=O)c2ccc(NC(=O)c3ccc(C)o3)cc2)nc(OC)n1	0	8	1	0.3	0.9
40	Cc1ccccc1OCC(=O)OCC(=O)Nc1cc(S(C)(=O)=O)ccc1Cl	9	9	-12	-0.4	-0.4
41	COc1ccc(Cl)cc1C(=O)Nc1nc(C)cc(C)n1	5	6	-27	-0.6	0.0
42	CCN(C(=S)NC(=O)c1ccccc1Br)C1CCCCC1	-7	-4	-8	-0.3	0.4
43	O=C(NCC1CCCO1)c1nn2c(C(F)(F)F)cc(-c3cccs3)nc2c1Br (configuration not stated)	-4	-4	4	-0.6	-0.7
44	CCC[C@@H]1C[C@@H](C(=O)NC(C(C)Cl)[C@H]2O[C@H](SC)[C@H](O)[C@@H](O)[C@H]2O)N(C)C1 (some centres not stated)	x	15	-3	-0.1	0.3
45	S=c1[nH]nc(-c2cc3ccccc3o2)n1Cc1ccccc1	-11	2	-7	-0.7	-0.2
46	COc1cc(C)c(Cl)cc1S(=O)(=O)NCCCN1CCOCC1	-15	-5	13	0.6	-0.6
47	Clc1ccc2nc(C3CCN(Cc4ccccc4)CC3)[nH]c2c1	-17	-18	53*	-1.1	1.3
48	CSc1cccc(NC(=S)N(Cc2ccccc2)Cc2ccccn2)c1	-4	x	9	0.1	-0.6

item	TRHR enhancer	D1 antagonist	D1 agonist	D1 PAM
37	2	-8	1	-3
38	6	11	2	2
39	1	-8	1	3
40	37*	14	9	-3
41	1	3	0	3
42	-4	-12	-2	3
43	5	2	0	-7
44	7	0	2	-1
45	3	-8	0	-6
46	-11	-3	1	3
47	1	-14	3	-10
48	12	1	3	-5

# 3 structures from above, ordered by number of heavy atoms, high to low:
item	Compound	RXFP1 antag	D2 potentiator	D2 antagonist	D2 ag	TRHR agonist
39	COc1cc(NS(=O)(=O)c2ccc(NC(=O)c3ccc(C)o3)cc2)nc(OC)n1	0	8	1	0.3	0.9
37	C=CCn1c(SCC(=O)NC(=O)NCC(C)C)nnc1C1CCCCC1	-3	-5	-13	-0.6	-0.3
45	S=c1[nH]nc(-c2cc3ccccc3o2)n1Cc1ccccc1	-11	2	-7	-0.7	-0.2

item	TRHR enhancer	D1 antagonist	D1 agonist	D1 PAM
39	1	-8	1	3
37	2	-8	1	-3
45	3	-8	0	-6

# Other results follow.
item	Compound	RXFP1 antag	D2 potentiator	D2 antagonist	D2 ag	TRHR agonist
49	Cc1ccccc1-n1nc(C(=O)c2cccs2)cc(-c2nc3ccccc3[nH]2)c1=N	23	21	-23	2.5	-1.3
50	O=C(O)c1ccc(-n2c(/C=C/c3cccc([N+](=O)[O-])c3)nc3ccccc3c2=O)cc1	10	-8	-11	-0.1	-1.2
51	C/C(CC(=O)Nc1cc(C)ccn1)=N\NC(=O)C(=O)Nc1cccc(C)c1	-14	-2	-5	-1.3	-0.5
52	O=C(COCc1cc(-c2ccc3c(c2)OCO3)on1)N1CCN(c2ccccc2)CC1	1&-13	-1&-18	18	17&2.5	0.7&-0.5
53	Cc1ccc2nc(N/C(=N/S(=O)(=O)c3ccc(F)cc3F)c3ccccc3)sc2c1	-18	-23	-2	0.1	-0.6

item	TRHR enhancer	D1 antagonist	D1 agonist	D1 PAM
49	15	15	4	2
50	4	7	2	-2
51	-3	-7	3	-3
52	-2&3	-2&-2	16&5	-1&-2
53	3	3	13	1

# As entered above:
# cpd 49 – D2 antagonist = -23
# cpd 53 – D1 antagonist = 3
# cpd 50 – RXFP1 antag = 10
